From PubChem
HCV NS3 hel inh: inhibitors of HCV NS3 helicase, primary screen, biochemical, Cy5 molecular beacon fluorescence; Hepatitis C virus NS3 helicase; NS3 helicase DNA unwinding; inhibition, % at 10.9 µM; 290,000 tested, 0.56% active; AID 1800, 2009;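 active = inhibition above the mean of all tested compounds plus 3 SD, set per campaign, cut at about 35% in these data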;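 also: 0% = DMSO wells and 100% = thioflavine S control wells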
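Control set: DMSO versus 110 µM thioflavine S; Material: NS3 helicase fragment of HCV; Measured by: Cy5 fluorescence at 0 and 60 min, beacon hairpin quenching; Read-out basis: percent inhibition from t60/t0 fluorescence ratio; Times: reaction time 60 min, 25 °C; Repeats: single replicate; Compound dosing: single dose, 10.9 µM nominal final, DMSO 0.8% final.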
IMP-1 inhibitor: IMP-1 metallo-beta-lactamase inhibitors, primary screen, biochemical, epi-absorbance readout, Pseudomonas aeruginosa enzyme; purified IMP-1, nitrocefin hydrolysis, epi-absorbance fluorescence; inhibition, % at 5.6 µM; 290,000 tested, 0.45% active; AID 1556, 2009; metallo-beta-lactamase IMP-1 (Pseudomonas aeruginosa);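 active = inhibition above the mean plus 3 SD of all compounds in the same screening run, cut at about 4.5% in these data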;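 also: 0% = IMP-1 with DMSO and 100% = DMSO wells lacking enzyme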
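System – purified recombinant IMP-1 beta-lactamase · Input – IMP-1 dispensed at 0.2 nM · Timing – 15 min preincubation plus 25 min reaction at 25 °C · Signal – Epi-absorbance fluorescence, 480 nm excitation, 530 nm emission · Measure – percent IMP-1 inhibition derived from blank-referenced optical density · Controls – Enzyme-plus-DMSO low control, enzyme-free DMSO high control · Replication – singlicate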
VIM-2 inhibitor: VIM-2 metallo-beta-lactamase inhibitors, primary screen, biochemical, epi-absorbance readout, Pseudomonas aeruginosa enzyme; purified VIM-2, nitrocefin hydrolysis, epi-absorbance fluorescence; 290,000 tested, 0.89% active; inhibition, % at 5.6 µM; AID 1527, 2009;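 active = inhibition above the mean of all tested compounds plus 3 SD, cutoff set per screening run, cut at about 7.5% in these data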;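 also: red hydrolysis product quenches plate fluorescence so inhibitors raise well fluorescence; 0% = enzyme with DMSO and 100% = DMSO without enzyme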
GPR7 antagonist: GPR7 receptor antagonists, primary screen, cell-based, fluorescence, single concentration; GPR7-expressing cells, fluorescence antagonist assay; inhibition, % at 4.4 µM; 290,000 tested, 1.1% active; in the data active = inhibition above about 16%, passing the limit was not always enough;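 also: cells stimulated with the agonist NPW; 0% = agonist with vehicle and 100% = vehicle without agonist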
GalR3 antag: GalR3 antagonists in HEK293 cells, primary screen, cell-based, fluorescence readout. inhibition, % at 3 µM. 360,000 tested, 0.44% active. Galanin receptor type 3 (Homo sapiens), O60755. HEK293 GalR3-CNG cAMP membrane potential fluorescence; galR3 body fused to GalR1 C-terminus. AID 651719, 2012;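 active = inhibition above the screen-wide average plus 3 SD, cut at about 13% in these data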;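 also: forskolin and galanin both at EC90 stimulate the cells; cAMP rise reported by CNG channel membrane potential dye signal; 0% = forskolin plus galanin with DMSO and 100% = forskolin alone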
V1R ag counter: agonists of human V1a receptor, primary screen, counter-screen for OXTR agonist project, fluorescence, CHO-V1R cells. Vasopressin V1a receptor (Homo sapiens), P37288. Fluo-8 calcium fluorescence, agonist mode; 0% DMSO, 100% 3 nM vasopressin. activation, % at 3 µM. 320,000 tested, 0.25% active. AID 2797, 2010;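 active = activation above the mean activation of all tested compounds plus 3 SD, per screening run, cut at about 20% in these data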;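 also: signal is peak over basal fluorescence ratio across a 100 second FLIPR read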
Target sequence (P37288 whole entry, looked up): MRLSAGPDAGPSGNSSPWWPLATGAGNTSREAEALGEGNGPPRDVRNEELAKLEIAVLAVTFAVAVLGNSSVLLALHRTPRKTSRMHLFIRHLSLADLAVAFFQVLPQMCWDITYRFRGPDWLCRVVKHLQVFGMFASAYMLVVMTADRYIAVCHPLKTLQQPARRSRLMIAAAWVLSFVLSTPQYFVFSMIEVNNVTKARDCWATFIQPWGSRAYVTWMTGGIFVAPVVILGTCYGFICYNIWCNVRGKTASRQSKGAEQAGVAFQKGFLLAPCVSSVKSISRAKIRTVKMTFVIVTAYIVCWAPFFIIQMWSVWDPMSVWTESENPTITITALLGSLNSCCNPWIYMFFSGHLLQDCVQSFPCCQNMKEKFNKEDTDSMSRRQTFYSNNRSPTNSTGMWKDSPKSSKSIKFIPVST
PHOSPHO1 block: PubChem AID 1565. Phosphoethanolamine/phosphocholine phosphatase (Homo sapiens), Q8TCT1. recombinant PHOSPHO1, absorbance phosphatase assay. inhibition, % at 13.3 µM. 290,000 tested, 1.1% active; in the data active = inhibition above about 60%
Target sequence (Q8TCT1 whole entry, looked up): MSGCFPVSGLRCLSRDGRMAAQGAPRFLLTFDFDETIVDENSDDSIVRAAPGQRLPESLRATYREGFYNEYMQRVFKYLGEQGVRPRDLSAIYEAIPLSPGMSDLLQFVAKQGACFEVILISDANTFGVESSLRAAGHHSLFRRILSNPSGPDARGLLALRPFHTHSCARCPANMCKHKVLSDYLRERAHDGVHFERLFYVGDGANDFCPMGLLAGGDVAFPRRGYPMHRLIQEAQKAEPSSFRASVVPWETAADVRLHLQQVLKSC
OXTR agonist: human OXTR agonists, primary screen, fluorescence, CHO-OTR cells, Fluo-8 calcium. Oxytocin receptor (Homo sapiens), P30559. Fluo-8 calcium fluorescence; normalized: DMSO 0%, oxytocin 100%. activation, % at 3 µM. 320,000 tested, 0.32% active. AID 2435, 2010;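 active = activation above the mean of all tested compounds plus 3 SD, cutoff set per screening run, cut at about 20% in these data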;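 also: peak over basal fluorescence ratio from a 100 s FLIPR kinetic read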
Target sequence (P30559 whole entry, looked up): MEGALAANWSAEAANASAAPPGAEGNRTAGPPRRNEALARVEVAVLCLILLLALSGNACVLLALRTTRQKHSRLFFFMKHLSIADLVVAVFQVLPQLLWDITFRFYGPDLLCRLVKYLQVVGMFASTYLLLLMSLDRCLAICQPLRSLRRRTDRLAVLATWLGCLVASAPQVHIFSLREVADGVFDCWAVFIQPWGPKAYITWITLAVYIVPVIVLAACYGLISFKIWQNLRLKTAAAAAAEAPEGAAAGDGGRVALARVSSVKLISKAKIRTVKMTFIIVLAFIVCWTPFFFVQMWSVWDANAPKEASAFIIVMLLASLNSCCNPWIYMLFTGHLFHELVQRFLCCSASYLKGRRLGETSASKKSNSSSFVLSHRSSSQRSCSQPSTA
DNA FID counter: compounds displacing fluorescent DNA intercalator, primary screen, artefact control for HCV NS3 helicase inhibitor project, biochemical, FID fluorescence; DNA fluorescent intercalator displacement; inhibition, % at 7.9 µM; 290,000 tested, 0.17% active; in the data active = inhibition above about 37%;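 also: 0% = vehicle and 100% = reference compound; higher means more ethidium bromide displaced from hairpin DNA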
* hit, by the source's call; . = no result given.

SMILES	HCV NS3 hel inh	IMP-1 inhibitor	VIM-2 inhibitor	GPR7 antagonist	GalR3 antag	V1R ag counter	PHOSPHO1 block	OXTR agonist	DNA FID counter
CN1C(=O)c2ccc(C(=O)NC3CCCCC3)cc2C1=O	-6	-3.3	-2.8	0	-2	0.1	-24	0.4	-1
CC1CCCCN1S(=O)(=O)c1ccc(NC(=O)c2cccs2)cc1 (stereo unspecified)	-13	-3.3	-2.8	-4	-1	1.7	3	1.0	-15
O=C(CN1C(=O)NC2(CCCC2)C1=O)Nc1ccc(S(=O)(=O)N2CCOCC2)cc1	0	-5.4	-3.6	-2	-2	1.2	27	1.3	-11
NC(N)=N/N=C/c1ccc(OCc2ccc(Cl)cc2)cc1	-86	-0.5	1.3	16	7	1.9	2	1.9	22
O=C(N/N=C/c1c(O)n(Cc2ccccc2)c(=O)c2ccccc12)c1cccnc1	0	-4.4	-3.1	-8	-4	0.9	16	2.0	-21
COc1ccc(C(C)=O)cc1CSC(=N)N	-10	-3.5	-0.7	3	-8	0.3	37	-0.1	-2
CCCCNC(=O)CCc1c(C)nc2c(c(C)nn2-c2ccccc2)c1C	5	-2.6	0.9	-8	-10	.	44	.	-30
C=CCn1c(N)cc(=O)nc1SC(C)C(=O)Nc1cccc2ccccc12 (stereo unspecified)	-5	-1.9	1.4	-3	-3	-0.8	6	-1.0	-3
Cn1c(=O)c2c(=O)cc(NNC(=O)C(C)(C)C)[nH]c2n(C)c1=O	-4	-3.1	-0.5	-12	1	0.3	-8	-0.1	2
Cc1ccc(N(CCC(=O)O)S(=O)(=O)c2cccc(C(F)(F)F)c2)cc1	7	-0.5	-0.8	0	-4	-1.0	-8	0.3	-39
COc1cccc(-c2nc(-c3ccc(NC(=O)c4cccs4)cc3)no2)c1	-1	-2.3	-0.7	-6	-3	1.9	-6	1.4	-3
Cc1ccc(OCCOCCNC(C)(C)C)c([N+](=O)[O-])c1	-10	-2.8	-1.0	-10	-4	0.8	7	0.4	7
CCOC(=O)C(Cc1ccc(N)cc1)N1C(=O)c2ccccc2C1=O (stereo unspecified)	1	1.4	-2.5	-8	-7	3.9	.	1.5	0
CCn1c(=O)c2cc(C(=O)NCCN3CCOCC3)sc2c2ccccc21	16	-4.5	4.3	1	.	2.9	-18	0.3	-3
O=C(c1cccs1)N1CCN(Cc2cn[nH]c2-c2ccc(F)cc2F)CC1	-1	-3.0	-3.3	7	1	.	36	.	-20
O=C(CCc1nnc(COc2ccccc2)o1)NC1(c2ccccc2)CC1	-1	-0.7	-0.8	4	-10	-0.8	19	-1.0	-1
O=C(N/N=C/c1ccncc1)c1ccccc1OCc1ccc(Br)cc1	-14	-1.0	2.6	31*	-12	1.1	-21	-1.2	-23
O/N=C\c1cccn1-c1ccc(Br)cc1	1	-0.6	-3.5	-9	0	-0.1	29	-0.4	-1
CS(=O)(=O)N1CCC(C(=O)Nc2cccc(C(F)(F)F)c2)CC1	7	-2.6	-3.8	-8	-4	1.2	-7	1.9	-14
COc1ccc(C(C)=O)cc1COc1cc(C)c(Cl)c(C)c1	-9	-0.6	-2.2	-11	-4	0.1	34	0.1	-1
O=C(O)CCC(=O)NCCn1c(-c2ccccc2)csc1=Nc1ccccc1	-5	-3.0	0.0	-1	-2	-1.1	39	-0.1	-36
Nc1nc(SCC(=O)Nc2ccc(Cl)cn2)n[nH]1	-2	-2.5	-3.0	1	-1	0.2	48	0.0	2
CC(C)(C)c1cc(C(=O)N/N=C/c2ccccc2O)n(-c2ccccc2)n1	-10	-2.9	-4.0	-4	6	-0.8	14	-1.0	-14
CCOC(=O)c1c(-c2ccccc2)nc2ccc(Cl)cn12	-14	-2.2	-1.3	-9	-4	-1.4	40	-2.0	-7
Cn1c(=O)cc2c3c(c(N4CCCCC4)ccc31)C(=O)c1ccccc1-2	-7	1.3	10*	-17	1	-0.7	20	-3.3	8
COC(=O)c1cc(NC(=O)Nc2cccc(Cl)c2)ccc1Cl	-5	-3.5	-3.7	33*	-4	11	33	18	5
CCn1c(SCC(=O)NCCc2ccccc2)nnc1-c1cccs1	9	-0.3	2.6	14	-4	0.3	6	-0.7	-21
O=C(N/N=C/c1ccncc1)C12CC3CC(CC(C3)C1)C2	4	-0.8	0.9	-1	0	-0.5	16	0.3	-17
CCCCN1C(C)=CC(=C2C(=O)c3ccccc3C2=O)C=C1C	-1	-2.0	-0.8	-15	-5	0.1	33	0.8	2
O=C(Cc1ccc(F)cc1)N1CCN(c2ccc([N+](=O)[O-])cc2)CC1	-13	-2.1	-1.0	13	-9	.	36	.	-15
N#Cc1ccc(OCCOCCNC2CCCC2)cc1	6	-1.1	1.5	-3	-5	1.1	-5	4.1	6
CCc1ccccc1NC(=O)/C(C#N)=C\c1ccc(Sc2ccccc2)o1	-7	-1.2	-3.8	0	-5	5.9	1	2.5	-2
CCCC(=O)NC(c1ccc(Cl)cc1Cl)c1ccc2cccnc2c1O (stereo unspecified)	5	-3.1	-3.6	-6	-10	-0.3	-85	-1.6	-25
CCCCN(C)C(=O)CC(NS(=O)(=O)c1ccc(NC(C)=O)cc1)C(C)C (stereo unspecified)	9	0.5	0.1	10	-4	0.8	20	-0.3	-7
CC(=O)c1ccc(-n2c(C)c(C(C)=O)c3cc(O)ccc32)cc1	-5	-1.5	10*	-5	-5	0.7	33	2.2	-1
CCCn1c(SCC(N)=O)nnc1-c1ccco1	1	-2.2	-1.6	5	-4	1.1	-5	-0.5	-5
CCOC(=O)c1c(N)sn(-c2ccccc2)c1=S	6	-3.2	-1.5	-8	1	0.2	-4	-0.6	0
COc1ccc(S(=O)(=O)NCC2CCC(C(=O)N3CCC4(CC3)OCCO4)CC2)cc1 (stereo unspecified)	3	-0.5	-1.3	0	-1	.	3	.	-30
CCOC1Cc2ccccc2N(C(N)=O)c2ccccc21 (stereo unspecified)	14	-3.0	-4.4	-11	-3	-0.1	4	0.2	-10
O=C(Nc1c2c(nn1-c1ccc(F)cc1)CS(=O)(=O)C2)c1ccc(Br)o1	0	-1.8	-1.2	-3	-1	0.0	13	-0.1	-8
CN(C)S(=O)(=O)c1ccc(C(=O)NCCSc2ccccc2)cc1	5	-4.8	-2.8	-10	0	2.7	1	0.2	-9
Clc1ccc(-n2ncc3c(NCc4cccs4)ncnc32)cc1	1	2.8	1.9	-3	-4	-0.3	.	0.9	-4
COCCCNc1nc(N)c([N+](=O)[O-])c(NC2CCCCC2)n1	-14	-2.5	-1.6	-21	-12	-1.2	16	0.1	-18
CC12CCC(C[N+](C)(C)C1)C2(C)C (stereo unspecified)	11	-2.4	-2.7	-10	-7	-1.2	-8	0.4	2
CCCCCn1c(SCCC(C)C)nc2c1c(=O)[nH]c(=O)n2C	6	-2.9	-0.9	-11	-3	-1.2	28	-1.4	0
COc1cc2c(cc1OC)C1(CCCC1)C(N)=C2C#N	4	4.2	0.3	-9	5	-0.8	-8	-2.8	-10
CCOC(=O)N1CCc2c(sc(NC(=O)Cc3ccccc3)c2C(=O)c2ccc(OC)cc2)C1	-4	-0.5	-3.0	-13	-5	-0.8	-4	-0.5	-21
CSCC[C@H](NC(=O)c1ccc2ccccc2c1)C(=O)N1CCC2(CC1)NCCc1[nH]cnc12	-9	-0.3	0.0	-9	4	0.0	24	0.4	25
CCOc1cc(C(=O)Nc2cccc(OCC(=O)N3CCOCC3)c2)cc(OCC)c1OCC	14	-0.7	1.3	0	-3	4.4	16	1.1	-37
CCc1nnc(NC(=O)c2ccc(Cl)c(S(=O)(=O)N3CCc4ccccc43)c2)s1	-1	-2.7	-3.4	10	-4	3.3	5	3.9	-19

Compound profiles, as listed above. Order of screens: HCV NS3 hel inh, IMP-1 inhibitor, VIM-2 inhibitor, GPR7 antagonist, GalR3 antag, V1R ag counter, PHOSPHO1 block, OXTR agonist, DNA FID counter
CCc1nnc(NC(=O)c2ccc(Cl)c(S(=O)(=O)N3CCc4ccccc43)c2)s1 in the list: -1, -2.7, -3.4, 10, -4, 3.3, 5, 3.9, -19
CSCC[C@H](NC(=O)c1ccc2ccccc2c1)C(=O)N1CCC2(CC1)NCCc1[nH]cnc12 in the list: -9, -0.3, 0.0, -9, 4, 0.0, 24, 0.4, 25
CC12CCC(C[N+](C)(C)C1)C2(C)C (stereo unspecified) in the list: 11, -2.4, -2.7, -10, -7, -1.2, -8, 0.4, 2

Continued.
SMILES	HCV NS3 hel inh	IMP-1 inhibitor	VIM-2 inhibitor	GPR7 antagonist	GalR3 antag	V1R ag counter	PHOSPHO1 block	OXTR agonist	DNA FID counter
COc1cc(OC)c(S(=O)(=O)N2CCN(C(=O)c3ccco3)CC2)cc1NC(C)=O	0	-1.8	-3.4	-13	-6	1.4	29	1.7	-4
CCCN(c1ccc(OCC)cc1)c1ncnc2nc[nH]c12	0	-2.8	-1.7	-2	-2	-0.8	-6	-0.8	-23
O=C(N/N=C/c1cccc([N+](=O)[O-])c1)c1ccc(Br)cc1	-6	-4.8	-5.1	-8	-1	0.0	65*	-1.6	-7
COC(=O)c1cccc(Nc2nc3ccccc3nc2C)c1	-11	-0.7	0.0	-14	-4	1.8	-6	1.3	-15
O=C(CSc1nnnn1C1CCCCC1)NCc1ccc2c(c1)OCO2	2	-3.5	-2.7	-3	1	0.2	19	-1.5	-10
CCOc1ccc(-c2onc(C(F)(F)F)c2-c2cscn2)c(O)c1	18	-3.4	-2.0	-19	-7	3.1	7	4.2	-11
Cc1cc(C(=O)NC2CCCC2)on1	7	-3.3	-0.8	-10	2	0.4	7	1.2	1
Cn1cccc1/C=C(/C#N)C(N)=S	-2	1.5	-0.4	0	-4	0.6	-9	-0.2	-9
COC(=O)c1ccccc1NC(=O)C12CCC(C)(C(=O)O1)C2(C)C (stereo unspecified)	3	-4.1	-0.8	-10	-5	-0.8	5	-2.3	-21
O=C(CCCn1c(=S)[nH]c2ccsc2c1=O)NC1CCCCC1	3	-3.8	-6.0	-5	-7	0.7	-9	-0.5	-29
CN1CCN(C(=O)c2ccc(CN(c3ccccc3)S(=O)(=O)c3ccccc3)cc2)CC1	-13	0.2	-1.2	-5	-7	0.5	40	1.0	7
Cc1ccccc1C(=O)c1cccn1CC(=O)NCc1ccco1	8	-2.2	-2.1	-20	-3	-0.1	40	-0.9	-4
CCOc1cc(N2CCOCC2)c(OCC)cc1NC(=O)CN1C(=O)C2C3C=CC(C3)C2C1=O (stereo unspecified)	5	-1.6	-1.6	0	6	-0.1	-2	-0.4	-26
CSc1cccc(NC(=O)CCNS(=O)(=O)c2ccc3[nH]c(=O)oc3c2)c1	-2	-2.6	-0.9	-5	-7	-0.2	37	-0.4	1
